GLA spleen mod: inhibitors or activators of human alpha-galactosidase in spleen homogenate; 0.008% of 240,000 active; Potency, µM (series often up to 80 µM), for inactives: top-dose activity change, negative = inhibition, most hits filed as inhibitors; human spleen homogenate, 4MU-alpha-Gal fluorescence, 40 min;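 further: 0% = enzyme with vehicle and -100% = no enzyme basal signal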
Target sequence (P06280 32-429 limits assumed): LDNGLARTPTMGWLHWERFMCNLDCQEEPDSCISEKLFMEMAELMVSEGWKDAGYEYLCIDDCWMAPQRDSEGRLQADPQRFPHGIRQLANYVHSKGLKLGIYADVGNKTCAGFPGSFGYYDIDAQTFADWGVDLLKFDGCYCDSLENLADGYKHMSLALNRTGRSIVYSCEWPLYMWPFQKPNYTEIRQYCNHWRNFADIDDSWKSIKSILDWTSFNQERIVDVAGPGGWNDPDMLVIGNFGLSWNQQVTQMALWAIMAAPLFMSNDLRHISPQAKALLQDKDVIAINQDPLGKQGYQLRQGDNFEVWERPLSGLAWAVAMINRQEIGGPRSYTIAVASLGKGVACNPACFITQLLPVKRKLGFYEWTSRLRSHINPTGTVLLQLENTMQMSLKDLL
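Human spleen homogenate (1 ug) as enzyme source, 4-methylumbelliferyl-alpha-D-galactopyranoside 1 mM final, citrate/phosphate pH 5.0 with 0.01% Tween-20. Compounds 40 min at 37C, NaOH/glycine stop; fluorescence Ex 365/Em 440, Hill-fit AC50.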
ALDH1A1 inh: inhibitors of human aldehyde dehydrogenase 1A1 | Purified ALDH1A1, NADH fluorescence, propionaldehyde substrate | Potency, µM (doses to about 75.3 µM), for inactives: at the top dose activity, negative = inhibition, usual class: inhibitors | 7.3% of 220,000 active | AID 1030; active means well fitted inhibition curve with a large enough effect, not every such curve was filed as active; inconclusive means small, poorly fitted or top-dose-only effect, or another doubt; inactive means no such curve, though single readings can be large or run the other way;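 further: plate controls were no enzyme wells and a reference inhibitor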
aGlu spleen mod: inhibits or activates alpha-glucosidase in human spleen homogenate. P10253. human spleen homogenate, 4-MU-alpha-glucoside fluorescence. Potency, µM (series often up to 79.9 µM), without a hit: at the highest dose activity change, negative = inhibition, most hits filed as inhibitors. 0.006% of 240,000 active;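 further: 0% = enzyme with vehicle and -100% = no enzyme basal signal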
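Enzyme source: human spleen homogenate, 1 ug/well. Buffer 50 mM citric acid/K phosphate pH 5.0, 0.01% Tween-20. 4-MU-alpha-glucoside 1 mM; 37 C x 40 min; NaOH/glycine stop; fluorescence.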
GAA inh: alpha-glucosidase (human) inhibition; P10253; purified human GAA, 4-MU-alpha-glucoside fluorescence; Potency, µM (top dose mostly 76.9 µM), for the others: top-dose activity change, negative = inhibition, actives largely listed as inhibitors; 0.005% of 200,000 active; AID 1466;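 further: plate controls were uninhibited enzyme wells for no effect and no-enzyme background for full effect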
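Fluorescence at Ex 365/Em 440 nm from 4-methylumbelliferone reported enzyme activity after 20 min at room temperature. Reactions used 4 nM enzyme and 400 uM substrate at pH 5.0; curves fitted with the Hill equation.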
NPSR antag: antagonists of human neuropeptide S receptor cAMP signaling. Q6W5P4. CHO-NPSR cells, cAMP TR-FRET, antagonist mode. Potency, µM (titrated, usually from 38.3 µM), inactives show at the highest dose activity change, negative = inhibition, usual class: inhibitors. 1% of 220,000 active. AID 1461; further: on the % scale 0 is the no-effect control and ±100 the full control effect; nearly all actives have a fitted effect of over 50% in size; many of its hits are not listed in these tables
Target sequence (Q6W5P4 whole entry, looked up): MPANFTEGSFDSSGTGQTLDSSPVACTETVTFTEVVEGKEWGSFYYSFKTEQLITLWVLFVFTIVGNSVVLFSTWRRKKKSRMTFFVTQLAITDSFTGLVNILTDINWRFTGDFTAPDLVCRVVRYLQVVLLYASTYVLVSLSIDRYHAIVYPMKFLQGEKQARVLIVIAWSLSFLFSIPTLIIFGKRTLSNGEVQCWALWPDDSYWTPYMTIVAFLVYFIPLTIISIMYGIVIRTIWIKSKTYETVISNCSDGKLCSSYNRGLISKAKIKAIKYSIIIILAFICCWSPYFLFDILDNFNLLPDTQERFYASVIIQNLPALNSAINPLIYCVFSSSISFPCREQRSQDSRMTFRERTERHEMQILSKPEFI
Tau fluor counter: counter-screen for tau fibril formation inhibitors; tau K18 P301L (four-repeat tau fragment) Alexa594 fluorescence, heparin fibrillization; Potency, µM (doses to about 57.7 µM), without a hit: at the highest dose activity change, negative = decrease; 0.93% of 280,000 active; further: on the % scale 0 is the no-effect control and ±100 the full control effect; nearly all actives have a fitted effect of over 55% in size
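Human K18 P301L tau (15 uM unlabeled plus 0.24 uM Alexa 594-labeled, final) in 100 mM sodium acetate pH 7 was mixed with compound and 20 uM heparin and incubated 6 hr at 37 C.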
Epigenetic derep: regulators of epigenetic silencing causing reporter derepression in mouse cells. murine LDR cells, GFP reporter derepression, 30 h. Potency, µM (titrated, usually from 53.9 µM), for the others: at the top dose GFP activation, usual class: activators. 0.2% of 280,000 active. AID 1865; further: % of control where 0% means no effect; nearly all actives have a fitted effect of over 60% in size
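Readout is the number of GFP-expressing murine LDR cells, counted by cytometry following washing. Cells were treated with compound for 30 h at 37 C; the stably integrated CMV-GFP locus is normally silent.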
GAA glycogen mod: alters human alpha-glucosidase cleavage of glycogen; recombinant GAA, glycogen substrate, Amplex Red glucose oxidase fluorescence; P10253; 0.38% of 300,000 active; Potency, µM (top dose mostly 76.4 µM), inactives show at the highest dose activity change, negative = inhibition, most hits filed as inhibitors;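 further: 0% = full enzyme reaction and -100% = no-enzyme basal signal; the screen sought inhibitors and activators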
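Recombinant human alpha-glucosidase (4 nM final) hydrolysed bovine liver glycogen (30 ug) for 40 min at 37 C in pH 5.0 citrate/phosphate with 0.01% Tween-20. Released glucose detected by glucose oxidase/Amplex Red, Ex 573/Em 610 nm. Compounds up to 77 uM; AC50 from Hill fits.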
* hit, by the source's call; u = inconclusive; x = no result given; & = joins results of further samples; [ ] = another dose, or the depositor's remark. Unless noted, the call rests on the fitted dose curve; in most records, active means well fitted curve in the direction sought with a large enough effect; inconclusive means small, poorly fitted or top-dose-only effect, or another doubt; inactive means no such curve, though single readings can be large; an effect the other way counts as inactive or inconclusive. Potency means the concentration at half of the fitted maximal effect. This is a subset; count on the stated rates, not on these rows.

SMILES	GLA spleen mod	ALDH1A1 inh	aGlu spleen mod	GAA inh	NPSR antag	Tau fluor counter	Epigenetic derep	GAA glycogen mod
CC1(C)Cc2nc3sc4c(=O)n(CC(=O)NCc5ccco5)cnc4c3cc2CO1	21%	22µM*	5%	-11%	2%[46.1 µM]	-10%	-0.9%	-5%
CC(=O)C1=C(C)NC(SCC(=O)c2ccccc2)=C(C#N)C1c1ccco1 (stereo unspecified)	-7%	20µM*	-1%	-8%	u	u	-2.5%	-6%
CCOC(=O)c1[nH]c(C)c(C(=O)NCc2ccc(Cl)cc2)c1C	-9%	-5%	-9%	-7%	1%[46.1 µM]	-2%	-1.7%	8%
COc1ccc(C(=O)NNC2=CC(=O)CC(C)(C)C2)cc1	0%	-3%	-1%	-1%	16%	1%	0.0%	u
CC(=O)c1ccc(N/C=C\C(=O)c2ccc(C)cc2)cc1	4%	10%	5%	4%	1%	-6%	-1.0%	-11%
COc1ccc(NC(=O)CSc2nc(C)cs2)c(OC)c1	-2%	-4%	3%	1%	4%	-9%	0.5%	4%
Cn1nc(-c2ccccc2)c(CSc2ccccc2Cl)c1Cl	10%	19%	4%	-12%	-17%[46.1 µM]	-22%	3.0%	9%
COc1ccccc1NS(=O)(=O)c1cccc(-n2c(O)c(C=Nc3ccccc3C(=O)O)c3ccccc3c2=O)c1	4%	x	-1%	x	u	u	-3.7%	-3%
O=c1c2c(nc3c(-c4ccccc4)c[nH]n13)CCC2	1%	u	-8%	1%	-17%[46.1 µM]	1%	-1.1%	-2%
COC(=O)c1ccc2c(=O)n(CC3CCCO3)c(SCC(=O)Nc3ccccc3Cl)nc2c1 (stereo unspecified)	10%	16%	3%	-8%	-17%[46.1 µM]	-20%	0.7%	13%
CCCCCCNC(=O)c1ncn[nH]1	9%	x	13%	x	24%	10%	0.0%	-11%
CN(C)c1ccc(C2Nc3ccccc3C(=O)N2CCN2CCNC2=O)cc1 (stereo unspecified)	18%	u	-3%	-12%	-9%	-19%	-1.3%	-17%
COc1ccccc1CNC(=O)COC(=O)c1ccc(NC(N)=O)cc1	10%	8%	-8%	-7%	-3%[46.1 µM]	-17%	-1.0%	2%
COc1ccccc1Nc1nc2ccccc2n1C	23%	2%	-13%	-7%	0%[46.1 µM]	-7%	-1.0%	-12%
CCCn1c(C)nc2c(NCCCCN(C)C)nc(C)nc21	1%	4%	-7%	x	x	-5%	1.7%	x
CCn1cc(C(=O)Nc2sc(C)c(C)c2C(=O)OC)cn1	-15%	u	-5%	8%	-2%	-1%	-2.0%	0%
CC(Sc1nncn1C)C(=O)Nc1nnc(C(C)C)s1 (stereo unspecified)	-1%	4%	4%	-2%	2%[46.1 µM]	3%	0.0%	-24%
CCc1ccccc1NS(=O)(=O)c1ccc2[nH]cc(C(=O)NCC3CCCO3)c(=O)c2c1 (stereo unspecified)	-20%	x	-6%	3%[15.4 µM]	-27%	u	1.1%	2%
COC(=O)c1ccc(NC(=S)NC2CC2)cc1	8%	-4%	4%	9%	-18%	-7%	-8.7%	-6%
CCOC(=O)C1(CCc2ccccc2)CCN(Cc2ccc(O)cc2)CC1	-7%	-3%	-2%	-4%	4%	-11%	3.1%	8%
O=C(Nc1ccc(Cl)cc1)Nc1ccc(Oc2cccnc2)nc1	7%	-10%	0%	2%	-12%	u	0.5%	1%
CCOC(=O)Nc1ccc2c(c1)N(C(=O)CCN1CCN(C)CC1)c1ccccc1S2	-1%	0%	-1%	4%	-8%[46.1 µM]	-9%	-0.3%	13%
COc1ccc(-n2c(C)ccc2C)c([N+](=O)[O-])c1	1%	u	-3%	3%	8%	-11%	2.1%	-5%
CCc1ccccc1NC(=S)N(CCN1CCCCCC1)Cc1ccco1	9%	-5%	0%	-7%	-20%	-6%	2.7%	5%
CC1=NNC(=O)C1CCC(=O)N/N=C\c1ccc(Cl)c(Cl)c1 (stereo unspecified)	-6%	8%	-16%	-6%	6%	0%	1.1%	u
O=C1C(Cl)=C(N2CCCCC2)C(=O)N1c1ccccc1	0%	u	-3%	-12%	5%[46.1 µM]	-3%	2.8%	-2%
CCN(CC)S(=O)(=O)c1ccc(N2CCOCC2)c(NC(=O)Cc2ccccc2F)c1	-1%	u	-2%	-17%	-14%	-15%	0.0%	12%
O=S1(=O)CCC(N=Nc2c(O)n(Cc3ccccc3)c3ccccc23)C1 (stereo unspecified)	6%	x	0%	x	-21%	-18%	-1.0%	-10%
Cc1noc(C)c1COC(=O)c1ccccc1NC(=O)Cc1ccccc1	6%	-12%	-14%	-3%	u	-5%	2.0%	-3%
Cc1c(NC(=O)COC(=O)c2cc3c4ccccc4n(C)c3s2)c(=O)n(-c2ccccc2)n1C	18%	u	-2%	11%	-7%[46.1 µM]	-16%	-2.0%	6%
CCCN1CCN(C(=O)Cn2cccc2C(=O)c2ccccc2)CC1	-7%	7%	-5%	-8%	-10%[46.1 µM]	-1%	0.0%	2%
Cc1n[nH]c(C)c1CCN(C)Cc1cn(C)nc1-c1ccc2c(c1)OCCO2	-4%	-3%	1%	5%	-10%	1%	-1.1%	3%
COC(=O)[C@H](Cc1ccccc1)NC(=O)O[C@H]1C(=O)c2ccc(OC)cc2O[C@@H]1c1ccc2c(c1)OCO2	0%&18%	0%&-8%	1%&-14%	-9%	-19%	-6%&-21%	-0.3%&-0.3%	-9%
O=C(COc1ccc(Cl)cc1Cl)N/N=C1\CCCc2ccccc21	-5%	-11%	-7%	u	-6%[46.1 µM]	-13%	-1.0%	4%
CN(C(=O)COC(=O)c1ccc(S(=O)(=O)N2CCOCC2)cc1)C1CCCCC1	2%	3%	0%	-2%	9%	-8%	-1.5%	-9%
COc1ccc(CN2C(=O)NC3(CCOc4ccccc43)C2=O)cc1F (stereo unspecified)	1%	-14%	-2%	-30%	-6%	-11%	-1.0%	8%

Reformatted bar-delimited: 6 of the compounds above
Molecule | GLA spleen mod | ALDH1A1 inh | aGlu spleen mod | GAA inh | NPSR antag | Tau fluor counter | Epigenetic derep | GAA glycogen mod
Cc1noc(C)c1COC(=O)c1ccccc1NC(=O)Cc1ccccc1 | 6% | -12% | -14% | -3% | u | -5% | 2.0% | -3%
Cc1c(NC(=O)COC(=O)c2cc3c4ccccc4n(C)c3s2)c(=O)n(-c2ccccc2)n1C | 18% | u | -2% | 11% | -7%[46.1 µM] | -16% | -2.0% | 6%
CCCN1CCN(C(=O)Cn2cccc2C(=O)c2ccccc2)CC1 | -7% | 7% | -5% | -8% | -10%[46.1 µM] | -1% | 0.0% | 2%
Cc1n[nH]c(C)c1CCN(C)Cc1cn(C)nc1-c1ccc2c(c1)OCCO2 | -4% | -3% | 1% | 5% | -10% | 1% | -1.1% | 3%
COC(=O)[C@H](Cc1ccccc1)NC(=O)O[C@H]1C(=O)c2ccc(OC)cc2O[C@@H]1c1ccc2c(c1)OCO2 | 0%&18% | 0%&-8% | 1%&-14% | -9% | -19% | -6%&-21% | -0.3%&-0.3% | -9%
O=C(COc1ccc(Cl)cc1Cl)N/N=C1\CCCc2ccccc21 | -5% | -11% | -7% | u | -6%[46.1 µM] | -13% | -1.0% | 4%

Next section.
SMILES	GLA spleen mod	ALDH1A1 inh	aGlu spleen mod	GAA inh	NPSR antag	Tau fluor counter	Epigenetic derep	GAA glycogen mod
C=CCNC(=O)CC12CC3CC(C1)CC(CC(=O)NCC=C)(C3)C2	7%	u	2%	x	-21%	3%	-1.2%	-13%
CCC(C)Nc1nc2c(c(=O)n(C)c(=O)n2C)n1Cc1ccc(Cl)cc1 (stereo unspecified)	15%	x	4%	x	-20%	-22%	0.0%	2%
COc1ccc(N2CCN(C3CC(=O)NC3=O)CC2)cc1 (stereo unspecified)	-1%	7%	3%	3%	-9%[46.1 µM]	-7%	-7.8%	8%
Cc1ccc2c(c1)c1c(n2CC(O)Cn2ccnc2C)C(=O)CCC1 (stereo unspecified)	4%	u	-6%	6%	12%[46.1 µM]	-1%	1.2%	0%
Cc1ccc(N(CC(=O)NC2CCCCCC2)S(=O)(=O)c2c(C)nn(C)c2C)cc1	-4%	6%	-3%	u	-21%[46.1 µM]	-12%	0.0%	2%
COC(=O)c1ccc(CSc2nncn2C)cc1	-5%	1%	-1%	-4%	-7%[7.67 µM]	-9%	0.6%	8%
Cc1nc(C)c(CC(=O)N2CCc3c([nH]c4ccccc34)C2c2ccccn2)s1 (stereo unspecified)	0%	-6%	-1%	x	18%	-6%	2.3%	-6%
CC1CCCN(Cc2nc3c(c(=O)n(C)c(=O)n3C)n2CC(=O)c2ccccc2)C1 (stereo unspecified)	-4%	u	5%	3%	-12%[46.1 µM]	-5%	u	0%
Cc1ccc(/C=N/NS(=O)(=O)c2ccc([N+](=O)[O-])cc2)o1	6%	-3%	3%	-8%	7%	-4%	1.1%	-9%
COc1cc2c(C#N)c(N3CCc4ccccc4C3)nc(N)c2c(N)n1	9%	u	-22%	12%	-10%[46.1 µM]	14µM*[quencher]	-0.8%	-4%
COc1ccc(OCCCC(=O)Nc2cccnc2)cc1	-7%	-2%	-1%	-2%	-3%[46.1 µM]	-11%	-2.9%	6%
N#C/C(C(N)=O)=c1/ccc2c(c1)N1C3=C(CCCC3)CC3CCCCC31N=2 (stereo unspecified)	5%	-8%	-5%	-2%[15.4 µM]	10µM*	u	-1.8%	-8%
Cc1cc(C)nc(Nc2n[nH]c(-c3cccc4ccccc34)n2)n1	-4%	-15%	-3%	0%	-21%[46.1 µM]	-12%	1.1%	-3%
CC(C)(C)NCC(O)(c1ccc(Cl)cc1)c1ccc(Cl)cc1	-3%	7%	-14%	-9%	u	-8%	-1.5%	-2%
CCOc1cc(CNCc2ccccn2)cc(Cl)c1OCC	5%	8%	-13%	-3%	3%	1%	2.6%	-1%
Cc1cc(SCC(=O)c2cccs2)n2nc(C)c(-c3ccccc3)c2n1	13%	6%	7%	4%	-18%	-8%	-3.2%	5%
CCCCN(C)CCCNC(=O)CC1Oc2ccccc2NC1=O (stereo unspecified)	4%	3%	3%	-11%	11%	-6%	1.0%	-4%
O=C(NCCCn1ccnc1)C(=O)c1cn(CC(=O)N2CCCCCC2)c2ccccc12	-3%	14µM*	-4%	-4%	-2%	-3%	6.0%	8%
CCOc1ccc(N(CC(=O)NC2CCCC2)S(=O)(=O)c2c(C)[nH]c(=O)[nH]c2=O)cc1	-18%	1%	-11%	-2%	0%[46.1 µM]	2%	-0.8%	-1%
COc1ccc(Cn2c(=S)[nH]c3cc(C(=O)NCc4cccnc4)ccc3c2=O)cc1	4%	2%	1%	u	-3%	-4%	0.0%	0%

High-throughput results: PubChem, National Center for Advancing Translational Sciences (NCATS)
